# High-throughput results deposited in PubChem BioAssay by National Center for Advancing Translational Sciences (NCATS).
# MBNL1 CUG block: blocks human MBNL1 binding to CUG repeat RNA; 0.036% of 280,000 active; AID 2675; Potency, µM (series often up to 57.5 µM), inactives show top-dose activity change, negative = inhibition, most hits filed as inhibitors; TR-FRET MBNL1-His/biotin-(CUG)12 binding, 665/545 ratio; Q9NR56; active = well fitted inhibition curve with a large enough effect in the signal ratio, with a control signal flat, not every such curve was filed as active; inconclusive = small, poorly fitted or top-dose-only effect, or effect the other way, or a change in a side signal; inactive = no such curve, though single readings can be large or run the other way; the % refers to the signal ratio; also: potency is read from the fitted curve at half-maximal effect; % is scaled to controls: 0 for no effect and ±100 for the full control effect
#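 His-tagged MBNL1 binding to biotinylated (CUG)12 RNA was measured by TR-FRET using terbium anti-His antibody (0.055 ng/ul final) and streptavidin-XL665 (5 nM final). Compounds were titrated 92 nM to 58 uM; 60 min at room temperature.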
# Integrin act MD: activators of alpha7 integrin expression for muscular dystrophy; Potency, µM (series often up to 38.3 µM), for the others: at the highest dose activation, usual class: activators; 0.064% of 350,000 active; AID 624291; alpha7betagal myoblasts, beta-gal FDG fluorescence, 48 h;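 also: potency is read from the fitted curve at half-maximal effect; 100% = response of the positive control SU9516; nearly all actives have a fitted effect of over 60% in size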
#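 alpha7betagal+/- myoblasts (passage 13, 250/well) treated 48 h at 37C with compounds at 1:260 dilution of DMSO stock. Lysed, then beta-galactosidase activity read as FDG fluorescence (ex 480/em 540) after 30 min, with pre-read for autofluorescence.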
# Menin MLL FP TR: inhibitors of human menin-MLL interaction, mutant MLL peptide; Potency, µM (top dose mostly 61.6 µM), without a hit: top-dose FP activity change, negative = inhibition, most hits filed as inhibitors; 0.23% of 270,000 active; Menin + Texas Red MLL mutant peptide, fluorescence polarization; AID 1768; O00255; active = well fitted inhibition curve with a large enough effect in the polarisation, with a control signal flat, not every such curve was filed as active; inconclusive = small, poorly fitted or top-dose-only effect, or effect the other way, or a change in a side signal; inactive = no such curve, though single readings can be large or run the other way; the % refers to the polarisation; also: potency is read from the fitted curve at half-maximal effect; % of control where 0% means no effect; many of its hits are not listed in these tables
# Mito fusion yeast: inhibitors of mitochondrial division or activators of mitochondrial fusion. Potency, µM (doses to about 46.1 µM), for the others: at the highest dose growth rescue (activation), usual class: activators. AID 485298. 0.23% of 320,000 active. S. cerevisiae fusion-defective mutant growth rescue, CellTiterGlo 48 h;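 also: potency is read from the fitted curve at half-maximal effect; % of control where 0% means no effect; nearly all actives have a fitted effect of over 45% in size; temperature-sensitive fusion mutants such as fzo1-1 at 37 °C on non-fermentable ethanol glycerol medium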
#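 S. cerevisiae fusion-defective temperature-sensitive mutants (e.g. fzo1-1, mgm1-5) grown 48 h at 37C in YPEG (ethanol/glycerol non-fermentable) medium with 23 nl compound per well; growth rescue read as CellTiterGlo luminescence.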
# PTAP TSG101 blk: blocks PTAP/TSG101 interaction to inhibit HIV-1 budding; Q99816; Fluorescence polarization, FITC-PTAP peptide / Tsg101 binding; Potency, µM (titrated, usually from 115 µM), inactives show top-dose activity change, negative = inhibition, most hits filed as inhibitors; 340,000 tested, under 10 active; active = well fitted inhibition curve with a large enough effect in the main read-out, with a control signal flat, not every such curve was filed as active; inconclusive = small, poorly fitted or top-dose-only effect, or effect the other way, or a change in a side signal; inactive = no such curve, though single readings can be large or run the other way; also: potency is read from the fitted curve at half-maximal effect; % of control where 0% means no effect
# Target sequence (Q99816 whole entry, looked up): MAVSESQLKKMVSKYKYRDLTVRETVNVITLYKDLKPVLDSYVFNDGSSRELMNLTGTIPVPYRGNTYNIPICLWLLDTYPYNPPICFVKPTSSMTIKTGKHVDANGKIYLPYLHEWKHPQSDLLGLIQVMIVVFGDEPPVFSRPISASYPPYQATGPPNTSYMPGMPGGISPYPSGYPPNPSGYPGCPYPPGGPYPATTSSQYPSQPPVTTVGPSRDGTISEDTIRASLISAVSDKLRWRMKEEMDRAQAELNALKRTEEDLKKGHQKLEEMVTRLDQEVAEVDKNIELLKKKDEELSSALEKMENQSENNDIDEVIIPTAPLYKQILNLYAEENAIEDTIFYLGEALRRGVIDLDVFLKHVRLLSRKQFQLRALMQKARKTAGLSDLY
#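 FP read-out: FITC-PTAP peptide, 50 nM final, binding Tsg101 binding domain, 10 uM final; 20 min, r.t.; 10 mM HEPES pH 7.5, 0.15 M NaCl, 0.01% Tween 20, 3 mM EDTA, 0.1 mM TCEP.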
# TCR act: activates T cell receptor signaling. Potency, µM (highest dose often 9.22 µM), for inactives: top-dose activation of IL-2 secretion, hits mostly activators. primary human leukocytes, anti-CD3, IL-2 HTRF, 48 h. 330,000 tested, under 10 active; also: % of control where 0% means no effect
#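 Human primary leukocytes + a-CD3 beads + cpd, 48 hr; IL-2 in supernatant by HTRF (ex 320nm / em 665nm). No co-stimulatory signal supplied.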
# CXXC DNA block: blocks binding of human MLL CXXC domain to DNA; Q03164; MLL-CXXC / FITC-HOXA9 DNA fluorescence polarization; Potency, µM (titrated, usually from 115 µM), for inactives: at the highest dose activity change, negative = inhibition, actives largely listed as inhibitors; 0.037% of 290,000 active; AID 2662; active = well fitted inhibition curve with a large enough effect in the polarisation, with a control signal flat, not every such curve was filed as active; inconclusive = small, poorly fitted or top-dose-only effect, or effect the other way, or a change in a side signal; inactive = no such curve, though single readings can be large or run the other way; the % refers to the polarisation; also: potency is read from the fitted curve at half-maximal effect
#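 Steps: dispense CXXC domain solution (7 uM) → pin compounds or unlabeled HOX-A9 DNA control → 5 min ambient → add FLSN-HOX-A9 solution (50 nM) → spin → 30 min ambient → fluorescence polarization. Tris pH 7.5/NaCl/DTT/BSA buffer.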
# TSHR antag: human thyrotropin receptor antagonism; P16473; TSHR-expressing cells, TSH-stimulated cAMP HTRF, 2 h; active compounds read low; activity change, negative = inhibition, % at 11.5 µM; 0.2% of 330,000 active; AID 504810;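 active = activity change below a set negative limit, meaning inhibition stronger than a set level, cut at about -70% in these data; inconclusive = activity change between two set negative limits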; also: % is scaled to controls: 0 for no effect and ±100 for the full control effect
#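 Competitive HTRF cAMP read-out (cryptate anti-cAMP antibody, cAMP-d2; 30 min, room temperature) in freshly harvested TSHR cells. Compounds added before TSH at EC80 (4nM final), followed by 2 hours' incubation at 37 deg C.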
# A-T KAP1 phos: potential ataxia-telangiectasia treatment | […] A-T fibroblasts, KAP-1 phosphorylation AlphaLISA; neocarzinostatin DNA damage 30 min before lysis | Potency, µM (doses to about 57.5 µM), without a hit: at the highest dose activation, usual class: activators | 0.19% of 320,000 active; also: potency is read from the fitted curve at half-maximal effect; % of control where 0% means no effect; nearly all actives have a fitted effect of over 45% in size
#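 hTERT-immortalized A-T patient fibroblasts ([…]), 500 cells/well in OPTI-MEM, 1% FBS, got compounds for 60 min, then NCS for 30 min at 37C. Lysates were then assayed for phospho-KAP-1 by AlphaLISA (anti-pKAP1 donor, anti-KAP1 acceptor beads), 6 hr at 25C.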
# S-ASM inh: inhibitors of human secretory acid sphingomyelinase. P17405. 0.006% of 340,000 active. placental ASM, HMU-PC fluorogenic substrate, 60 min. Potency, µM (series often up to 57.5 µM), without a hit: at the highest dose activity change, negative = inhibition, actives largely listed as inhibitors; also: potency is read from the fitted curve at half-maximal effect
# Target sequence (P17405 47-631 limits assumed): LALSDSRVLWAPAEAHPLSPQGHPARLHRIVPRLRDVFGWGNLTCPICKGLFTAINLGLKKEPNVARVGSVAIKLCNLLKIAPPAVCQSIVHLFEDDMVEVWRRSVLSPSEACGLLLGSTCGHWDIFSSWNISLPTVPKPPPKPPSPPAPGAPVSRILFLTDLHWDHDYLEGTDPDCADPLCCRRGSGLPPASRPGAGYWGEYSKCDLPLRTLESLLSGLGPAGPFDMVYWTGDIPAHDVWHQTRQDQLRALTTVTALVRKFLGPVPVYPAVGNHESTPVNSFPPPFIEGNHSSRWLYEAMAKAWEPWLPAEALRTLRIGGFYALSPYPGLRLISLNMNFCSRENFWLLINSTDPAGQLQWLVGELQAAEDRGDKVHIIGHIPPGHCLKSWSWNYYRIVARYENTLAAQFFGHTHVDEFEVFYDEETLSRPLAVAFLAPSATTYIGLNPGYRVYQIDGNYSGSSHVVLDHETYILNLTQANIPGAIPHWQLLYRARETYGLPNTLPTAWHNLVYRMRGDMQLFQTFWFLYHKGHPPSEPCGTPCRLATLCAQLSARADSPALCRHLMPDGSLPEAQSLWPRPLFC
#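 Human placenta-derived ASM preincubated with compound 10 min at room temperature, then reacted with 9 uM (final) fluorogenic HMU-PC substrate for 60 min at 37 C. Stop solution raises pH to 10; fluorescence read at Ex 386/Em 447 nm.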
# * marks the source's active call; other numbers are inactive results; i = inactive; u = inconclusive; x = no result given; & = joins results of further samples; ! = not active in a repeat; [ ] = remark or other dose. Unless noted, calls follow the shape of the dose curve; as a rule, active = well fitted curve in the direction sought with a large enough effect; inconclusive = small, poorly fitted or top-dose-only effect, or another doubt; inactive = no such curve, though single readings can be large; an effect the other way counts as inactive or inconclusive. These rows are one share of the data; rates above refer to the full screens.
SMILES,MBNL1 CUG block,Integrin act MD,Menin MLL FP TR,Mito fusion yeast,PTAP TSG101 blk,TCR act,CXXC DNA block,TSHR antag,A-T KAP1 phos,S-ASM inh
CC(C)(C)NC(=O)c1cc(NC(=O)c2ccco2)cc(NC(=O)c2ccco2)c1,1%,u,u,0%,-3%,5%,3%,0,-1%,-3%
CCCn1nc(Oc2nc(N(C)C)nc(N(C)C)n2)ccc1=O,-9%,26%,-2%,8%,-2%,1%,-13%,27,-2%,2%
COc1cc(OC)cc(C(=O)O/N=C(\N)c2cccc(C)c2)c1,-2%,7%,13%,-2%,-8%,1%,15%,0,u,-2%
CCCC1=Nc2cc(C(=O)NCc3ccco3)ccc2Sc2ccccc21,x,-5%,-3%,32µM*,0%,-2%[46.1 µM],-6%,6,-4%,-16%
Cc1cc2[nH]c3c(c[n+](C)c4ccccc34)c2cc1C,u,-34%[inhibitor],x,7%,-2%,5%,u,0,-6%,130%[activator]
COc1ccc(/C=N/Nc2nc(C)cc(-c3ccccc3)n2)c(OC)c1,13%,13%,4%,-11%,-12%,4%,7%,3,11%,11%
Cc1noc(C)c1S(=O)(=O)N(CCc1ccccc1)Cc1ccccc1,-5%,-1%,0%,2%,-3%,2%,-3%,1,9%,2%
COc1ccccc1OCC(=O)Nc1ccc(S(=O)(=O)Nc2cc(C)nc(C)n2)cc1,-9%,-3%,13%,0%,-11%,-2%,-14%,-4,-3%,-1%
COC(=O)C1=CN(Cc2ccc(F)cc2)C=C(C(=O)OC)C1c1cc(OC)c(OC)c(OC)c1,21%,63%,-18%,-1%,-7%,-1%,4%,-10,6%,i
CS(=O)(=O)c1cccc(C(=O)OCC(=O)c2ccc3c(c2)OCCO3)c1,x,24%,x,0%,-1%,8%,x,-6,-5%,0%
COc1ccc(NC(=O)COC(=O)COc2cccc(Br)c2)cc1OC,8%,11%,4%,3%,-4%,-13%,1%,-9,-1%,-3%
O=C(COc1ccc(C(=O)c2ccccc2)cc1)NC1CCCCC1,-14%,23%,u,20%,-1%,-1%[46.1 µM],u,-23,8%,-2%
CC1=CC(=C2C(=O)c3ccccc3C2=O)C=C(C)N1C,u,2%,0%,-5%,2%,8%,8%,2,-1%,-22%
O=[N+]([O-])c1cccc(COc2cccc(CN3CCCCC3)c2)c1,x,-17%,x,x,3%,0%,x,x,x,-1%
CCCCNC(=S)NC(=O)c1ccc(Cl)cc1Cl,1%,-16%[1.53 µM],0%,-1%,-2%,-3%,0%,5,0%,-2%
COc1ccc(N2CCN(C(=O)C3Cc4ccccc4CN3C(=O)c3ccco3)CC2)cc1 (configuration not stated),x,6%,x,4%,-3%,-1%,x,-3,1%,-2%
CCOC(=O)Cn1nc(/C=C/c2ccccc2)ccc1=O,u,16%,x,1%,-7%,-2%,7%,22,-18%,4%
Cc1c(Cl)cccc1NC(=S)NCCc1ccccn1,x,-41%[inhibitor],x,-1%,-1%,-3%,-1%,2,8%,-2%
CCOc1cc(S(=O)(=O)NC2CC(C)(C)NC(C)(C)C2)ccc1Cl,2%,-53%[inhibitor],-30%,-2%,-3%,-1%,u,4,0%,2%
O=S(CC1CC1(Cl)Cl)CC1CC1(Cl)Cl (configuration not stated),-6%,15%,-3%,-1%,-5%,-6%[46.1 µM],12%,12,2%,1%
Cc1ccc(S(=O)(=O)N2CCCC(C(=O)NCc3ccc4c(c3)OCO4)C2)cc1 (configuration not stated),3%,5%,x,-2%,-6%,-6%,-12%,-12,0%,0%
COc1ccccc1CC(NC(C)=O)C(=O)NC1CCN(C(=O)Nc2ccccc2C)CC1 (configuration not stated),-1%,-22%,x,-5%,-7%,-3%,16%,-15,-4%,0%
O=C(CN1CCOCC1)Nc1ccccc1NC(=O)C1CCN(c2ncccn2)CC1,9%,-11%,-7%,-1%,-10%,-3%,8%,-4,2%,3%
CN(C)c1ccc(C(O)c2cc3ccccc3s2)cc1 (configuration not stated),x,-4%,x,x,-10%,1%,x,x,x,-1%
CN(C)S(=O)(=O)c1ccc(C(=O)NN2C(=O)NC3(CCCCC3)C2=O)cc1,x,-2%,x,-1%,-4%,3%,x,-1,-4%,5%
N/C(Cn1nnc(-c2ccccc2)n1)=N\O,2%,5%,-10%,-4%,0%,0%,-1%,-7,7%,7%
O=C(O)CCc1nc(-c2ccccc2)c(-c2ccccc2)o1,-4%,x,-2%,16µM*!,x,x,-5%&-9%&-3%,-30&-22,x,x
Oc1ccc(F)c2cccnc12,-5%,4%,5%,2%,0%,-3%,-12%,0,1%,4%
Cc1cc(Nc2c(C)n(C)n(-c3ccccc3)c2=O)c2ccccc2n1,-5%,6%,-8%,-2%,1%,-4%[46.1 µM],20%,-1,-1%,6%
COc1ccc(Cl)cc1NC(=O)CN(C)CC(=O)N1CC(=O)Nc2ccccc21,x,18%,x,-4%,0%,-3%,x,4,12%,4%
Cc1cc(OCC(=O)NNC(=O)c2cccnc2)cc(C)c1Cl,-3%,36%,x,-1%,3%,-3%,7%,16,6%,-2%
O=C(c1ccoc1)N1CCC2(CC1)Oc1ccc(F)cc1C(=O)C21CC(c2ccc(Cl)cc2)=NO1 (configuration not stated),4%,13%,x,10%,-4%,-3%,7%,-14,-35%,-3%
COc1ccc(N2CC(C)Cn3c2nc2c3c(=O)n(Cc3ccc(F)cc3)c(=O)n2C)c(OC)c1 (configuration not stated),-3%,39%,-16%,5%,-4%,16%,9%,-5,4%,0%
CNCc1c(OCc2ccccc2)ccc2ccccc12,u,-49%[inhibitor],-22%,2%,0%,-2%,10%,-4,5%,-3%
CC(O)[C@H]1CNC(=O)C(=O)N1CCc1cccc2ccccc12 (some centres not stated),3%,8%,x,-2%,-3%,10%,-19%,0,-27%,3%
COc1ccc(C(=O)CSc2nnc(-c3ccoc3C)n2CC2CCCO2)cc1 (configuration not stated),2%,23%,-21%,0%,-1%,-4%,6%,1,1%,3%
COc1ccc(C2(C(=O)Nc3ccc(S(N)(=O)=O)cc3)CCCC2)cc1,-4%,4%,0%,u,-4%,-5%,0%,12,-2%,-7%
CN(C)c1ccc2c3c(cccc13)C(=O)N(c1ccccc1)C2=O,7%,x,5%,12%,x,x,u,12,3%,x
C=CCNC(=O)CC1C(=O)NCCN1Cc1ccc(-c2ccccc2)cc1 (configuration not stated),4%,-19%,-10%,-1%,-3%,-17%,-21%,8,1%,-3%
CC12CCC(=O)N1C(C(=O)Nc1nc3ccc(F)cc3s1)CS2 (configuration not stated),x,u,x,5%,-6%,8%,x,9,-4%,-1%
COc1ccc(OC)c(CCNC(=O)CCc2nnc3ccc(N4CCOCC4)nn23)c1,-4%,-20%,x,0%,-5%,-4%,2%,-4,-5%,3%
O=C(/C=C/c1cc(Br)ccc1F)Nc1cccnc1,4%,14%,13%,7%,2%,5%,2%,0,-1%,-1%
O=C(c1ccc(C(F)(F)F)n(Cc2ccc(Cl)cc2)c1=O)N1CCOCC1,2%,-36%,-12%,-25%,-4%,-2%,8%,14,0%,1%
OCC(O)C(O)C(O)C(O)c1nc2ccccc2[nH]1 (configuration not stated),-4%,-4%,0%,-1%,-1%,4%,4%,18,9%,-1%
CCOC(=O)N(Cc1ccccc1)Cc1ccc(C(=O)N[C@@H](Cc2ccccc2)C(=O)O)cc1,x,21%,x,x,-3%,-19%,x,x,x,3%
CC(=O)c1sc(NC(=O)c2cccc3ccccc23)nc1C,3%,3%,x,2%,-1%,-1%,19%,-5,2%,7%
CCCNC(=O)C(Cc1ccc(I)cc1)NC(=O)c1ccc(C#N)cc1 (configuration not stated),x,-20%,x,1%,10%,-3%,x,-19,0%,-1%
COc1ccc(C(=O)Nc2cccc(C(C)=O)c2)c(OC)c1OC,-5%,5%,u,1%,-1%,-2%,-3%,-1,15%,1%
CCOC(=O)c1ccc(CNC(=O)Cn2nnc(-c3ccccc3F)n2)o1,x,-19%,4%,8%,-1%,x,0%,-4,-1%,-2%
CC(C)(C)c1ccc(/C=N/Nc2cccc(C(=O)O)c2)cc1,4%,0%,u,5%,-4%,0%,9%,6,5%,10%
